Abeta rescue: restores growth of yeast expressing A-beta42 peptide | AID 1347071 | yeast expressing A-beta42, growth rescue, OD600, 48 h; response scale: 0% DMSO, 100% iron-clioquinol control | 410,000 tested, 0.063% active | Potency, µM (top dose mostly 46.1 µM), without a hit: at the top dose growth rescue, hits mostly activators; note: potency is the fitted concentration of half-maximal effect; nearly all actives have a fitted effect of over 55% in size
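Yeast A-beta toxicity model in growth medium with pinned compounds, 48 h at 30 C; growth read as absorbance at 600 nm. Normalized to FeCl3/clioquinol equimolar mix (positive) and DMSO (negative).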
HepG2 viability: kills HepG2 cells in TGF-b inhibitor counter-screen | HepG2 CAGA-GFP viability, ATP luminescence, 18 h | Potency, µM (titrated, usually from 46.1 µM), without a hit: at the top dose activity change, negative = cytotoxicity, hits mostly cytotoxic | 410,000 tested, 0.76% active | AID 588856; note: potency is the fitted concentration of half-maximal effect; some results filed as inactive show a strong effect at the top dose
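CellTiter-Glo luminescence gave cytotoxicity after 18 hours at 37 degrees C. The cells were HepG2 CAGA-GFP in 1% FBS DMEM, stimulated with 500 pg/mL TGF-beta after compound addition. %Activity was normalised to no-cell wells (complete cell-killing) and DMSO (no toxicity), and curves were fitted and classified.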
TGFb inhibitor: blocks TGF-b signaling. Potency, µM (titrated, usually from 46.1 µM), without a hit: top-dose activity, negative = inhibition, usual class: inhibitors. 410,000 tested, 1.2% active. HepG2 CAGA-GFP TGF-b/SMAD3 reporter, GFP fluorescence, 18 h; TGF-beta stimulated, 500 pg/mL final; note: potency is the fitted concentration of half-maximal effect; % is set by controls: 0 for no effect and ±100 for the full control effect; nearly all actives have a fitted effect of over 65% in size
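Read-out: total well GFP (ex488/em500-530) summed from mean per-cell fluorescence. Cells: HEPG2 CAGA-GFP, 1% FBS DMEM, 18 h at 37 degrees C with 500 pg/mL final TGF-beta. Unstimulated wells served as the full-inhibition control; stimulated DMSO wells = 0%.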
Nrf2 inh: Nrf2 pathway inhibition. A549 ARE-Fluc reporter, luciferase luminescence, 18-24 h. Potency, µM (series often up to 46 µM), for inactives: at the highest dose activity change, negative = inhibition, usual class: inhibitors. 360,000 tested, 2.1% active. AID 504444; note: potency is the fitted concentration of half-maximal effect; % is set by controls: 0 for no effect and ±100 for the full control effect; nearly all actives have a fitted effect of over 60% in size
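A549 ARE_Fluc cells, 5000/well, 5% FBS OPTI-MEM; compounds in dose-response, 18-24 h at 37 °C/5% CO2; CellTiter-Fluor viability read (Ex 405/Em 525), then BugLite luciferase luminescence = Nrf2 activity.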
A549 viability: counter-screen for Nrf2 inhibitors: cytotoxicity in A549 cells | AID 504648 | A549 ARE-Fluc cells, CellTiter-Fluor viability, 18-24 h | Potency, µM (doses to about 46 µM), for the others: at the top dose activity change, negative = cytotoxicity, most hits filed as inhibitors | 390,000 tested, 0.16% active; note: potency is the fitted concentration of half-maximal effect; % is set by controls: 0 for no effect and ±100 for the full control effect
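A549 ARE-Fluc cells in 5% FBS OPTI-MEM, 5000 cells/well, rested 2 h then exposed to compounds in concentration-response for 18-24 h at 37 °C. Viability by CellTiter-Fluor fluorescence (Ex 405/Em 525) after 30 min; luciferase luminescence (BugLite, 15 min, RT) read afterwards.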
pAkt inh: inhibitors of Akt phosphorylation; Neuro2A IGF-stimulated pAkt S473 HTRF, 20 min; stronger effect = lower value; 360,000 tested, 0.32% active; activity change, % for hits at 50 µM; in the data active = activity change below about -80%; inconclusive = mostly about -51% to -80%; note: % is set by controls: 0 for no effect and ±100 for the full control effect
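Neuro2A cells (4,500/well, DMEM with 0.5% FBS) were treated with compound at a single 50 µM final concentration, stimulated with 6 nM IGF for 20 min at 37 °C, and lysed. Phospho-Akt Ser473 was read by HTRF as 665/615 ratio ×10^4.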
Nrf2 ARE act: Nrf2 pathway activation. AREc32 ARE-luciferase reporter (MCF7-derived line), luminescence, 24 h. Potency, µM (highest dose often 46.1 µM), for inactives: top-dose activation, actives largely listed as activators. 410,000 tested, 0.31% active; note: potency is the fitted concentration of half-maximal effect; % of control where 0% means no effect; nearly all actives have a fitted effect of over 65% in size
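Luciferase luminescence (Steady-Glo, 30 min at room temperature) served as the read-out of ARE activation in AREc32 cells treated with compounds for 24 hr at 37 deg C.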
CCT modulator: changes cytosolic chaperonin activity. purified chaperonin ATPase assay, HTRF ADP detection, 30 min. activity change, % (no concentration beside the values), hits read low. AID 651819. 360,000 tested, 0.3% active; in the data active = activity change below about -30%; note: % is set by controls: 0 for no effect and ±100 for the full control effect
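First, chaperonin was dispensed at 40 nM or 20 nM final depending on batch activity. Next, compounds were pinned at 76 uM and ATP added at 10 uM. After 30 min at 37 °C, ADP detection reagents ran 30 min at ambient temperature.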
MmCpn inh: M. maripaludis TRiC chaperonin inhibition | purified Mm-Cpn ATPase, ADP Transcreener TR-FRET | Potency, µM (series often up to 76.9 µM), without a hit: at the top dose activity, negative = inhibition, usual class: inhibitors | 330,000 tested, 0.031% active; note: potency is the fitted concentration of half-maximal effect; % is set by controls: 0 for no effect and ±100 for the full control effect; nearly all actives have a fitted effect of over 80% in size
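Quantitative HTS used 25 nM Mm-CPN and 10 uM ATP in magnesium/KCl Tris buffer, pH 7.4, with 1 mM DTT. Hydrolysis ran 30 min at 37°C; ADP was read by HTRF.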
An asterisk follows results filed as active; i = inactive; ? = inconclusive; . = not tested or not shown; & = joins results of further samples; [ ] = remark or other dose. Unless noted, calls come from the whole dose curve; as a rule, active = well fitted curve in the direction sought with a large enough effect; inconclusive = small, poorly fitted or top-dose-only effect, or another doubt; inactive = no such curve, though single readings can be large; an effect the other way counts as inactive or inconclusive. Rows were taken by chance; about 4.3% have a hit in one of these screens.

compound	Abeta rescue	HepG2 viability	TGFb inhibitor	Nrf2 inh	A549 viability	pAkt inh	Nrf2 ARE act	CCT modulator	MmCpn inh
COC(=O)[C@]12C(=O)C(C)=C(O)[C@@]1(C)C(C)=CC1[C@@]34CC[C@@H](OC(C)=O)C(C)(C)C3C(C[C@]12C)OC4=O (stereo not given in full)	1%	-7%	-11%	8%	-3%	i	-0.8%	-1.3	0%
COCCNc1nc(NCc2ccccc2)nc2ccsc12	14%	-23%	2.5µM*	.	.	i	-0.8%	-0.2	.
CNC(=O)C(=O)NCC(c1cccs1)S(=O)(=O)c1ccc(F)cc1 (stereo not given)	-10%	-2%	7%	12%	0%	i	-0.2%	0.6	-3%
N#Cc1cccc(S(=O)(=O)NCC(=O)NCc2ccc3c(c2)OCO3)c1	6%	-17%	-1%	-5%	-2%	i	0.3%	-3.8	1%
CCc1nc(NCCC(C)C)c(C#N)c2c1CCCC2	-1%	-2%	-9%	11%	12%	i	-0.3%	-1.6	-3%
CNS(=O)(=O)c1cc(OC)c(OC)cc1CC(=O)OC	-15%	-3%	2%	-2%	7%	i	3.9%	-0.8	2%
CCSc1nc(C)nc2c1oc1ccccc12	-9%	3%	11%	-9%	-2%	.	?	-7.9	0%
Cc1ccc(S(=O)(=O)N(C#N)c2nc(C)cc(C)n2)cc1	13%	5%	-8%	30%	4%	i	0.1%	1.2	0%
O=c1cnnc(Nc2ccc(Cl)c(C(F)(F)F)c2)[nH]1	23%	-12%	-3%	?	15%	i	-0.2%	1.9	-3%
CN(C)S(=O)(=O)N1CCC(n2c(C(F)(F)F)nc3cccnc32)CC1	-7%	-1%	8%	?	22%	.	-0.7%	.	.
CC1CCCCC1NCC(=O)NCc1ccc(F)cc1 (stereo not given)	0%	-16%	12%	-14%	2%	i	-0.5%	-6.5	0%
CC1(C)CC(=O)C=C(NNC(=O)c2cccnc2)C1	-9%	-36%	0%	6%	0%	i	0.0%	0.7	0%

The list continues.
compound	Abeta rescue	HepG2 viability	TGFb inhibitor	Nrf2 inh	A549 viability	pAkt inh	Nrf2 ARE act	CCT modulator	MmCpn inh
COC(=O)c1c(NC(=O)C(C)Oc2ccc(Cl)cc2Cl)sc2c1CCCC2 (stereo not given)	-7%	1%	-1%	-7%	2%	.	-0.6%	.	.
N#Cc1ccc(C(=O)Nc2nc(-c3cccs3)c(C(=O)C(F)(F)F)s2)cc1	-9%	-40%	?	5.2µM*	?	i	-0.4%	-0.5	-4%
CC(C)OCCCNC(=O)c1nn(C)c2c1CSc1ccccc1-2	1%	-9%	-20%	-22%	4%	.	1.8%	.	.
CN1CCN(S(=O)(=O)c2ccc(NC(=O)c3ccc(F)cc3)cc2)CC1	3%	-12%	-21%	-3%	0%	.	-0.2%	-2.4	-2%
Cc1ccc(S(=O)(=O)Nc2ccc3ccccc3c2)cc1	0%	-52%	?	-3%	7%	i	6.1%	-0.7	.
O=C(NNc1nc2c(F)cccc2s1)c1cc(=O)c2ccccc2o1	-20%	-61%	?	0%	-8%	i	9.6%	-0.9	2%
O=C(c1ccncc1)N1CCN(S(=O)(=O)c2cccc(Cl)c2)CC1	16%	-2%	-1%	7%	1%	i	-0.7%	-0.9	0%
COc1ccc(C(=O)Oc2c(Sc3ccc(Cl)cc3)c(C)nn2C(C)(C)C)cc1OC	-6%	-15%	-28%	-5%[9.27 µM]	1%	.	-0.5%	.	.
Nc1nc(Nc2ccccc2)nc2c1ncn2[C@@H]1O[C@H](CO)[C@@H](O)[C@H]1O	-2%	-4%	16%	-7%	1%	i	0.6%	0.2	.
COC(=O)c1ccc(-c2nc(O)c(C)s2)cc1	20%	-17%	-4%	-1%	9%	i	3.6%	0.5	2%
N#C/C(=C\c1cccn1S(=O)(=O)c1cccc(C#N)c1)S(=O)(=O)c1ccc(F)cc1	-3%	-16%	-14%	.	.	i	-0.1%	1.1	.
COC(=O)c1ccc(C2CC(=O)NC3=C2C(=O)CCC3)cc1 (stereo not given)	0%	7%	-12%	.	4%	i	0.1%	-1.0	1%

New compounds follow
compound	Abeta rescue	HepG2 viability	TGFb inhibitor	Nrf2 inh	A549 viability	pAkt inh	Nrf2 ARE act	CCT modulator	MmCpn inh
CC(C)(C)c1csc(Sc2ncccc2[N+](=O)[O-])n1	3%	23%	-6%	2%	?	i	?	-5.1	-1%
Cc1ccccc1Cn1c2ccccc2c2cn[nH]c(=O)c21	10%	-31%	?	3%	2%	i	0.0%	-1.1	-3%
Cc1noc(NS(=O)(=O)c2ccc(NC(=O)c3oc4ccc(Cl)cc4c3C)cc2)c1C	0%	-25%	2%	?	-2%	i	4.3%	-0.9	1%
CSc1ncc(C(=O)NCc2ccc(C)cc2)c(-c2ccccc2)n1	-4%	-8%	-6%	?	9%	.	-0.3%	.	.
O=[N+]([O-])C1=CC=C2C(=NC3(CCCCC3)N2O)C1=NC1CCCCC1	-6%	-3%	-8%	1%	14%	i	-0.7%	1.2	1%
COc1ccc(C(=O)NNC(=O)c2ccc3ccccc3c2O)cc1	-4%	-33%	-4%	0%	-1%	i	-0.6%	-0.8	-1%
O=C(Cc1ccccc1)O/N=C1\CCCc2ccccc21	-2%	1%	19%	5%	0%	i	0.6%	-1.9	1%
COc1ccc(S(=O)(=O)N2CCOCC2)cc1NC(=O)COC(=O)C1=COCCO1	3%	28%	11%	3%	-4%	i	0.4%	0.2	-4%
CCc1ccc(C2=NN(C(=O)CCC(=O)O)C(c3cccs3)C2)cc1 (stereo not given)	5%	-1%	-4%	-4%	0%	i	2.3%	0.4	1%
CCOP(=O)(c1ccc(N(C)C)cc1)C(O)c1ccccc1F (stereo not given)	-2%	-16%	14%	7%	0%	i	-0.3%	0.4	-1%
C[C@@H]1CN([C@@H](C)CO)C(=O)CCCn2nncc2CO[C@H]1CN(C)C(=O)Nc1ccc2c(c1)OCO2	3%	-3%	5%	.	.	i	-1.8%	0.7	.
O=C(NC1CC1)C1=C[C@H](c2ccc(C(F)(F)F)cc2)C[C@H](OCc2ccc(CO)cc2)O1	6%	-19%	-9%	-1%	-9%	i	0.7%	-1.3	.

Entries of single compounds from above. Values in the order: Abeta rescue, HepG2 viability, TGFb inhibitor, Nrf2 inh, A549 viability, pAkt inh, Nrf2 ARE act, CCT modulator, MmCpn inh
CSc1ncc(C(=O)NCc2ccc(C)cc2)c(-c2ccccc2)n1 as listed: -4%, -8%, -6%, ?, 9%, ., -0.3%, ., .
CCOP(=O)(c1ccc(N(C)C)cc1)C(O)c1ccccc1F (stereo not given) as listed: -2%, -16%, 14%, 7%, 0%, i, -0.3%, 0.4, -1%
O=C(NC1CC1)C1=C[C@H](c2ccc(C(F)(F)F)cc2)C[C@H](OCc2ccc(CO)cc2)O1 as listed: 6%, -19%, -9%, -1%, -9%, i, 0.7%, -1.3, .

(next part)
compound	Abeta rescue	HepG2 viability	TGFb inhibitor	Nrf2 inh	A549 viability	pAkt inh	Nrf2 ARE act	CCT modulator	MmCpn inh
Cc1cc(C)cc(-n2ccnc2SCC(=O)Nc2ccccc2F)c1	-15%	-20%	14%	.	4%	.	-0.2%	.	.
Cc1ccc2cc(CN(Cc3nnnn3Cc3ccco3)CC3CCCO3)c(=O)[nH]c2c1C (stereo not given)	4%	-2%	-7%	-4%	-8%	i	2.0%	0.0	-1%
Cc1ccc(Cl)cc1NC(=O)c1ocnc1C	5%	11%	28%	.	5%	i	0.1%	-0.4	3%
CCCSc1cc(N2CCN(C)CC2)nc(-c2ccc(OC)cc2)n1	-31%[inhibitor]	-88%	?	-4%	0%	-89%*	6.8%	0.8	-1%
CCOc1cc(C(=O)Nc2ccc(S(=O)(=O)N3CCCCC3)cc2)ccc1OCC(=O)N1CCOCC1	8%	2%	0%	-28%	2%	i	0.1%	-4.3	4%
Nc1ccc(-c2c3ccc(=O)cc-3oc3cc(O)ccc23)cc1C(=O)O	-3%	-17%	?	5%	-24%	i	0.3%	0.4	-2%
COc1ccc(CNC(=O)CN2C(=O)COc3ccc(S(=O)(=O)N4CCOCC4)cc32)cc1	5%&-10%	4%&-3%	-2%&0%	10%&17%	1%&-1%	i	0.4%&-0.2%	-1.2	-3%
Cc1cc(C(=O)NNC(=O)CCN2CCN(c3ccccc3)CC2)c2ccccc2n1	1%	-3%	6%	8%	-1%	i	-1.2%	0.1	1%
OCCNCC1(O)C2CC3CC(C2)CC1C3 (stereo not given)	5%	9%	7%	18%	16%	i	-0.9%	-0.5	1%
CC(=O)c1ccc(S(=O)(=O)N2CCc3ccccc3C2)cc1	?	-2%	6%	?	-7%	i	2.1%	-4.6	-2%

Sorted by molar mass (high to low): part of the list above.
compound	Abeta rescue	HepG2 viability	TGFb inhibitor	Nrf2 inh	A549 viability	pAkt inh	Nrf2 ARE act	CCT modulator	MmCpn inh
CCOc1cc(C(=O)Nc2ccc(S(=O)(=O)N3CCCCC3)cc2)ccc1OCC(=O)N1CCOCC1	8%	2%	0%	-28%	2%	i	0.1%	-4.3	4%
COc1ccc(CNC(=O)CN2C(=O)COc3ccc(S(=O)(=O)N4CCOCC4)cc32)cc1	5%&-10%	4%&-3%	-2%&0%	10%&17%	1%&-1%	i	0.4%&-0.2%	-1.2	-3%
OCCNCC1(O)C2CC3CC(C2)CC1C3 (stereo not given)	5%	9%	7%	18%	16%	i	-0.9%	-0.5	1%
